# M5 PAM = potentiates acetylcholine response at human M5 receptor. P08912. CHO-K1 hM5, Fluo-8 calcium, ACh EC20 PAM; 0% = ACh EC20, 100% = ACh EC100. activation, % at 3 µM. actives 0.3% (n = 360,000). AID 624038;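 active = activation above the run cutoff, the mean activation of all test compounds plus 3 SD, cut at about 18% in these data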
# Target sequence (P08912 whole entry, looked up): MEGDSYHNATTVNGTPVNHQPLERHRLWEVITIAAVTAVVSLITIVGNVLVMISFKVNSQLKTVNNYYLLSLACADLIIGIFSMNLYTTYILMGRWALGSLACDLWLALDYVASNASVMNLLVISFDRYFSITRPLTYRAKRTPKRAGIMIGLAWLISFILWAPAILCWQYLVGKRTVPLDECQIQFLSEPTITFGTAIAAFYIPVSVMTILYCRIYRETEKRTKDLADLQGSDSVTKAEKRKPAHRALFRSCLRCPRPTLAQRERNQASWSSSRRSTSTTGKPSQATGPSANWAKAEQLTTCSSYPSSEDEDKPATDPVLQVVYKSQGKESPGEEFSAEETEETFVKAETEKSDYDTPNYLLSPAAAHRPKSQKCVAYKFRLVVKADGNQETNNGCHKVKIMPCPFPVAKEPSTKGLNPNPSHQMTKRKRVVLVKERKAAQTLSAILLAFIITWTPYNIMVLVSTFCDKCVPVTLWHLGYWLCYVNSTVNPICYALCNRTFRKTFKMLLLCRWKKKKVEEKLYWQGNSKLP
#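 Assay system: CHO-K1 hM5 cells. Also added: acetylcholine at EC20 concentration, added after compound. Dosing: 3 µM, single dose. Times: compound preincubation 140 s before EC20 acetylcholine addition. Signal: Fluo-8 calcium fluorescence. Measure: % activation relative to EC20 and EC100 ACh responses. Repeats: singlicate, one well per test compound.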
# M1 antag = human CHRM1 antagonism. inhibition, % at 3 µM. actives 1.3% (n = 360,000). CHO-K1 hM1, Fluo-8 calcium fluorescence, ACh EC80 antagonist. P11229;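 active = percent inhibition above its own plate's cutoff, namely the mean of that plate's compound wells plus 3 SD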;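 also: peak over basal fluorescence ratio during 140 s after agonist addition; 0% = ACh EC80 plus DMSO and 100% = DMSO alone without agonist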
# M1 PAM = positive allosteric modulators of human M1 muscarinic receptor; P11229; CHO-K1 hM1, Fluo-8 calcium fluorescence, ACh EC20; 0% = ACh EC20, 100% = maximal ACh; activation, % at 3 µM; actives 0.088% (n = 360,000); in the data active = activation above about 19%, passing the limit was not always enough
# CRFR2-BP ag = agonists of human CRF-binding protein/CRF-R2 receptor complex; HEK293 CRF-R2/CRF-BP, calcium dye fluorescence (FLIPR); percent of saturating CRF peptide response; activation, % at 13.2 µM; actives 0.46% (n = 350,000); AID 588473;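 active = activation of at least 50%, plus an integration ratio under a set limit after plate pattern correction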;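 also: plate controls were neutral control wells without compound for no effect and CRF at EC100 for full effect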
# CHRM5 antagonist = blocks acetylcholine activation of human M5 receptor; CHO-hM5 cells, Fluo-8 calcium fluorescence, ACh EC80; inhibition, % at 3 µM; actives 0.59% (n = 360,000);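 active = inhibition above a per-plate cutoff, the mean of that plate's test compounds plus 3 SD, cut at about 27% in these data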;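 also: 0% = acetylcholine EC80 with DMSO and 100% = DMSO without agonist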
# M5 ag = agonists of human muscarinic M5 receptor (CHRM5) | activation, % at 3 µM | CHO-K1 hM5 cells, Fluo-8 calcium fluorescence; 0% DMSO wells, 100% maximal acetylcholine response | P08912 | actives 0.19% (n = 360,000);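 active = activation above the run's mean over test compounds plus 3 SD, cut at about 23% in these data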;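 also: signal is peak over basal fluorescence ratio across the kinetic read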
# M4 ag = agonists of human muscarinic M4 receptor (CHRM4). activation, % at 3 µM. actives 0.14% (n = 360,000). CHO-K1 hM4/Gqi5, Fluo-8 calcium fluorescence; vehicle 0%, full acetylcholine response 100%;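 active = activation above the run mean over all test wells plus 3 SD, cut at about 32% in these data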;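 also: peak over basal fluorescence ratio per well then scaled between controls; 0% = DMSO wells and 100% = acetylcholine at EC100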
# Target sequence (P08173 whole entry, looked up): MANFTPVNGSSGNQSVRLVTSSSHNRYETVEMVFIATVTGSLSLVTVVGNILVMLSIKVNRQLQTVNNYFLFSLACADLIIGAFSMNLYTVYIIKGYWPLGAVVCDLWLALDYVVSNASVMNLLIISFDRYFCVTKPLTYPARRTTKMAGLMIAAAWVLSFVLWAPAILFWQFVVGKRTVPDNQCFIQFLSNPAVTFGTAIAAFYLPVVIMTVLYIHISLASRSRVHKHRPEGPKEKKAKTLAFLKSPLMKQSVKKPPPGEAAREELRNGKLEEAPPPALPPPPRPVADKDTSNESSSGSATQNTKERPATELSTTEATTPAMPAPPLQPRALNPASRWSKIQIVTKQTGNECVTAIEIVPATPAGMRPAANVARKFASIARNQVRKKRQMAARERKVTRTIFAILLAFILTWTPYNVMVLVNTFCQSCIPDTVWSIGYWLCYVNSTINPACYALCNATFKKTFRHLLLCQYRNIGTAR
# M4 PAM = potentiates acetylcholine response at human M4 receptor | actives 0.4% (n = 360,000) | activation, % at 3 µM | CHO-K1 hM4/Gqi5, Fluo-8 calcium fluorescence, ACh EC20; 0% = ACh EC20, 100% = maximal ACh | P08173;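 active = activation above its plate's cutoff, the mean activation of sample wells plus 3 SD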; also: some results filed as inactive read as strong as hits
# M4 antag = CHRM4 antagonism in calcium assay; P08173; CHO-hM4 cells, ACh EC80, Fluo-8 calcium fluorescence; inhibition, % at 3 µM; actives 0.73% (n = 360,000); AID 624125;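 active = inhibition above its plate's cutoff, the mean inhibition of sample wells plus 3 SD, cut at about 27% in these data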;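 also: 0% = acetylcholine EC80 with DMSO and 100% = DMSO without agonist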
# Starred values were filed as active, the others as inactive; nt = no result given.
1	COc1ccc(C2C(=O)N(C3CCCCC3)CC(=O)N2Cc2ccc3c(c2)OCO3)cc1 (centres undefined)
2	CCN(CC)S(=O)(=O)c1cc(C(=O)Nc2ccccc2[N+](=O)[O-])ccc1Cl
3	CCc1ccc(NC(=O)Cn2nnc(-c3ccc(C)cc3-n3cnnn3)n2)cc1
4	COc1cc([N+](=O)[O-])cc2cc(C(=O)N3CCCC3)c(=O)oc12
5	Cc1cc(C)c(C#N)c(SCS(=O)Cc2ccccc2)n1 (centres undefined)
6	COC(=O)c1ccc(C23CC4(C2)[C@H](CN(Cc2ccc(C(F)(F)F)cc2)[C@@H]4c2ccccc2)C3c2ccccc2)cc1 (some centres undefined)
7	CC/C(Cc1ccccc1)=N\NC(=O)c1cc([N+](=O)[O-])cc([N+](=O)[O-])c1
8	C[C@H](CO)N1C[C@H](C)[C@@H](CN(C)S(=O)(=O)c2ccc(Oc3ccccc3)cc2)OCc2cn(nn2)CCCC1=O

entry no.	1	2	3	4	5	6	7	8
M5 PAM	-17	-6	-1	4	-6	6	-4	-1
M1 antag	18	0	-3	-3	-14	-4	-7	-1
M1 PAM	-12	1	1	1	11	8	5	-4
CRFR2-BP ag	6.7	-2.1	-0.8	-0.1	-1.4	1.1	1.2	-0.2
CHRM5 antagonist	5	-3	6	-7	4	10	0	0
M5 ag	8	-2	-3	-5	-1	2	0	-1
M4 ag	18	3	0	1	2	4	1	0
M4 PAM	-6	8	-9	7	7	3	-2	-2
M4 antag	-1	1	9	-13	-1	3	-4	3

9	CC(C)[C@H](NC(=O)c1ccccc1Cl)C(=O)Nc1ccc(S(=O)(=O)Nc2nccs2)cc1
10	COc1ccccc1NC(=O)CSc1nc2c(sc3ccccc32)c(=O)n1CCN(C)C
11	CN(CCNC(=O)CN1CCN(Cc2ccccc2Cl)C1=O)Cc1ccccc1
12	COc1ccccc1-c1nnc(SCC(=O)N2CCCCC2)o1
13	O=C(NC1CCCCC1)C(c1ccnc2ccccc12)n1c(=O)c(-c2ccccc2)nc2ccccc21 (centres undefined)
14	CN(CC(=O)Nc1cccnc1)S(=O)(=O)c1ccc(Br)cc1
15	COc1ccccc1NC(=O)C1CC(=O)N(c2ccc(F)cc2)C1 (centres undefined)
16	COc1ccc(CC(=O)Nc2nnc(-c3cccc([N+](=O)[O-])c3)s2)cc1

entry no.	9	10	11	12	13	14	15	16
M5 PAM	9	2	-2	-1	4	3	2	1
M1 antag	-2	-6	-30	-10	nt	-2	-11	2
M1 PAM	4	6	5	12	nt	2	9	2
CRFR2-BP ag	0.4	-2.4	0.0	0.5	nt	-0.5	-1.5	1.5
CHRM5 antagonist	7	4	-2	12	-1	0	1	-3
M5 ag	-2	-4	-8	-2	3	1	0	2
M4 ag	0	6	1	1	-1	1	2	1
M4 PAM	1	7	0	17	5	-3	2	6
M4 antag	3	-14	2	-3	1	2	-6	-4

17	O=C(Nc1cccc2c1CCCC2)c1ccc(Br)o1
18	O=C(/C=C/c1cccc([N+](=O)[O-])c1)NCCSCc1cccc(Cl)c1
19	COCCNc1ccnc2c(Cl)cccc12
20	Cc1ccc(NC(=O)c2cccs2)cc1NC(=O)c1ccccc1Cl
21	O=C(CCNC(=O)c1ccc(Br)cc1)Nc1ccccc1N1CCCCC1
22	OCCSc1nc(-c2cccnc2)nc2ccccc12
23	Cc1ccc(NC(=O)COC(=O)CN2C(=O)NC3(CCCC3)C2=O)cc1F
24	Cc1cccc(N2CCN(C(=O)c3cccc(S(=O)(=O)N4CCCCC4)c3)CC2)c1C

entry no.	17	18	19	20	21	22	23	24
M5 PAM	0	1	-3	0	3	-24	-2	7
M1 antag	6	2	-4	-6	7	0	-14	-15
M1 PAM	4	-2	6	15	-4	3	20	3
CRFR2-BP ag	-1.9	-1.9	-0.8	-2.1	-1.3	-0.1	2.7	-2.7
CHRM5 antagonist	-3	-9	8	1	-3	-6	-4	7
M5 ag	-5	-2	0	-5	-4	-5	6	-1
M4 ag	-3	7	1	2	2	7	14	0
M4 PAM	4	-5	-5	-5	0	1	5	7
M4 antag	-11	-6	3	3	1	1	-20	-3

# Grouped by structure: the entries above containing an aryl thioether with sulfur outside any ring (4)
5	Cc1cc(C)c(C#N)c(SCS(=O)Cc2ccccc2)n1 (centres undefined)
10	COc1ccccc1NC(=O)CSc1nc2c(sc3ccccc32)c(=O)n1CCN(C)C
12	COc1ccccc1-c1nnc(SCC(=O)N2CCCCC2)o1
22	OCCSc1nc(-c2cccnc2)nc2ccccc12

entry no.	5	10	12	22
M5 PAM	-6	2	-1	-24
M1 antag	-14	-6	-10	0
M1 PAM	11	6	12	3
CRFR2-BP ag	-1.4	-2.4	0.5	-0.1
CHRM5 antagonist	4	4	12	-6
M5 ag	-1	-4	-2	-5
M4 ag	2	6	1	7
M4 PAM	7	7	17	1
M4 antag	-1	-14	-3	1

# The results go on.
25	COc1cccc(-c2n[nH]c3c2CCC3)c1
26	CCc1nnc(NC(=O)c2ccc(S(=O)(=O)N(CC)CC)cc2)s1
27	COCCn1nnnc1C(c1ccccc1)N1CCN(C(=O)c2ccco2)CC1 (centres undefined)
28	O=C1N(c2cccc(Cl)c2)C(c2ccc(Cl)cc2)N2CCCN12 (centres undefined)
29	O=C(CCc1ccc(Oc2cc([N+](=O)[O-])cc([N+](=O)[O-])c2)cc1)N1CCCCC1
30	COC(=O)CN1C(=S)N(c2ccc(F)cc2)C(=O)C1CC(=O)Nc1ccc(OC)cc1 (centres undefined)
31	Cc1cc(NC(=O)COc2coc(CN3CCN(c4ccccc4F)CC3)cc2=O)no1
32	CCc1cccc(C)c1NC(=O)COn1nnc2ccc(C(F)(F)F)cc21

entry no.	25	26	27	28	29	30	31	32
M5 PAM	0	2	3	-11	-23	-11	-1	7
M1 antag	10	-11	-11	0	11	-13	-4	-1
M1 PAM	-3	5	11	-16	-19	11	3	2
CRFR2-BP ag	-0.1	1.1	-0.8	-6.3	-4.2	-1.8	-1.5	-0.2
CHRM5 antagonist	7	-2	-1	8	6	11	2	0
M5 ag	-2	-1	1	-9	-7	0	1	-2
M4 ag	1	1	1	-1	8	12	0	2
M4 PAM	-4	10	-3	-4	-10	-4	3	8
M4 antag	13	-31	-1	-3	2	-9	7	-2

33	O=C(N/N=C/c1ccc([N+](=O)[O-])s1)c1ccccc1Br
34	O=C(O)CC1SC(=Nc2cccc(O)c2)NC1=O (centres undefined)
35	COCC(=O)N(C)C1(c2nnnn2CCOC(=O)Nc2ccc(Cl)cc2)CCCCC1
36	COc1ccc(-c2cn(-c3ccc(Cl)cc3)c3[n+]2CCCCC3)cc1
37	CC(C)(C)NS(=O)(=O)c1ccc(CCC(=O)Nc2ccc3c(c2)OCO3)cc1
38	C#CCN1C(=O)S/C(=C/c2cc(C)n(CC)c2C)C1=O
39	O=C(O)c1ccccc1C(=O)c1ccc2c(c1)N(Cc1ccc(Cl)c(Cl)c1)C(=O)CO2
40	CCCS(=O)(=O)N1CCn2c(nc3ccccc32)C1

entry no.	33	34	35	36	37	38	39	40
M5 PAM	-6	2	6	1	-1	-3	-4	-2
M1 antag	-4	-4	-4	-3	-23	11	2	-11
M1 PAM	-6	11	1	3	8	-1	1	4
CRFR2-BP ag	1.2	-0.9	0.0	1.8	-3.5	-2.1	1.1	-2.2
CHRM5 antagonist	5	-5	-12	7	-6	4	0	2
M5 ag	4	1	-10	-9	3	1	0	2
M4 ag	1	3	1	0	2	2	2	1
M4 PAM	0	6	1	-14	9	-5	-12	4
M4 antag	7	1	-8	1	-1	0	2	-14

# Random excerpt: 3 records from the list.
23	Cc1ccc(NC(=O)COC(=O)CN2C(=O)NC3(CCCC3)C2=O)cc1F
20	Cc1ccc(NC(=O)c2cccs2)cc1NC(=O)c1ccccc1Cl
15	COc1ccccc1NC(=O)C1CC(=O)N(c2ccc(F)cc2)C1 (centres undefined)

entry no.	23	20	15
M5 PAM	-2	0	2
M1 antag	-14	-6	-11
M1 PAM	20	15	9
CRFR2-BP ag	2.7	-2.1	-1.5
CHRM5 antagonist	-4	1	1
M5 ag	6	-5	0
M4 ag	14	2	2
M4 PAM	5	-5	2
M4 antag	-20	3	-6

# The list continues:
41	CC(NC(=O)/C(=C\c1ccco1)NC(=O)c1ccco1)C(=O)O (centres undefined)
42	OC(CN1CCCCC1)CN1CCCCC1
43	Cc1ccccc1-c1cccc([C@@H]2C[C@H]3[C@H](CON3C)CN2C)c1
44	CNC(=O)c1cnn(-c2nc(-c3ccc(OC)cc3)cs2)c1C(F)(F)F
45	O=C(O)CCCSc1nccn1-c1ccccc1
46	O=C(NC(=S)Nc1ccccc1Br)C1CCCCC1
47	COC(=O)CCN1CCN(S(=O)(=O)c2ccccc2Br)CC1
48	CS(=O)(=O)c1cnc2c(S(=O)(=O)c3ccccc3)cnn2c1N

entry no.	41	42	43	44	45	46	47	48
M5 PAM	-5	2	-3	-2	-3	-14	11	-13
M1 antag	1	-4	-5	-6	-11	2	9	25
M1 PAM	-2	8	2	3	15	-9	3	-9
CRFR2-BP ag	0.6	-0.5	-0.9	-3.0	1.9	6.9	-1.0	0.8
CHRM5 antagonist	11	-1	8	7	-4	3	-1	13
M5 ag	1	2	-2	-4	-2	-6	1	5
M4 ag	0	1	0	3	1	0	1	19
M4 PAM	-5	5	-3	-5	7	-6	-1	-10
M4 antag	2	4	15	-2	-11	9	-3	5

49	C(#CCN1CCOCC1)COC(c1ccccc1)c1ccccc1
50	COc1ccccc1C(=O)NCCCNc1nc2cc(C)cc(C)c2cc1C#N
51	CN1CCN(S(=O)(=O)c2cccc(C(=O)Nc3nccs3)c2)CC1
52	CN(Cc1cnccn1)C(=O)CC1C(=O)NCCN1Cc1c(F)cccc1Cl (centres undefined)
53	CN(c1ccccc1C(=O)N1CCN(c2ccccc2F)CC1)S(=O)(=O)c1ccccc1
54	CC(C)(C)NC(=O)C(c1ccc(C#N)cc1)n1c(=O)c(-c2cc3ccccc3[nH]2)nc2ccccc21 (centres undefined)
55	O=C(O)C1CCCCC1C(=O)Nc1ccc(F)cc1F (centres undefined)
56	Cc1cc(C)n2ncc(-c3cccc(Br)c3)c2n1

entry no.	49	50	51	52	53	54	55	56
M5 PAM	-2	1	0	-3	-6	5	2	-3
M1 antag	1	7	15	-1	16	nt	-4	-3
M1 PAM	1	-9	-3	0	-6	nt	5	8
CRFR2-BP ag	2.5	-1.3	1.1	0.2	0.1	nt	-1.3	-8.2
CHRM5 antagonist	2	-10	8	12	11	0	-2	1
M5 ag	-4	0	-3	2	-7	0	2	-6
M4 ag	-1	12	1	0	5	4	0	0
M4 PAM	-4	-4	-2	-2	-4	6	-1	15
M4 antag	14	-5	-3	0	2	4	-6	-15

# Source: PubChem BioAssay

# Hits appear at their usual frequency; about 2.8% have a hit in one of these screens.
